Compound activity from PubChem.
Salmonella PhoP GFP: PhoP-dependent GFP reporter repression – Salmonella Typhimurium, primary screen (AID 1863) | S. Typhimurium PhoP-regulated promoter GFP reporter, 4 h; higher % means a stronger effect | inhibition, % at 50 µM, or IC50 in µM where a hit was titrated | actives 0.16% (n = 300,000);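 active means inhibition over 29.93%, a cutoff 3 SD above the screen mean, later confirmed by dose response; inconclusive means inhibition over 29.93% but no dose response follow-up; inactive means inhibition at most 29.93% or unconfirmed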;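 further: 0% = low Mg2+ inducing control and 100% = high Mg2+ repressing control; strong numbers were not always called active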
GPR35 arrestin U2OS: inhibition of zaprinast-stimulated GPR35 beta-arrestin translocation – imaging, U2OS, beta-arrestin-GFP, zaprinast agonist, primary screen (AID 2058); U2OS GPR35 beta-arrestin-GFP translocation imaging, zaprinast antagonism; higher % means a stronger effect; one-dose inhibition, % at 10 µM; IC50 in µM for titrated hits; actives 0.052% (n = 290,000);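 active means inhibition of at least 50% with at least 30 cells and total cytoplasm GFP at most 10,000,000; inconclusive means under 30 cells or total GFP of 10,000,000 plus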
Rac1 GTP hydrolysis: MgcRacGAP GTPase-activating activity inhibitors, confirmation, biochemical, ADP Hunter fluorescence. MgcRacGAP-stimulated Rac1 GTP hydrolysis, ADP Hunter fluorescence; higher % means a stronger effect; GST-tagged Rac1 F28L mutant substrate. one-dose inhibition, % at 30 µM; IC50 in µM for titrated hits. actives 0.6% (n = 340,000);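 active means first-screen hits whose inhibition reached a set limit at any dose in the follow-up dose series; inconclusive means inhibition above the set first-screen limit but never retested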;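 further: fluorescence reports GDP produced by GAP-driven GTP hydrolysis; strong numbers were not always called active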
GPR55 LPI antagonism: inhibition of LPI-stimulated GPR55 beta-arrestin translocation – imaging, U2OS, beta-arrestin-GFP, LPI agonist, primary screen (AID 2013). U2OS GPR55 beta-arrestin-GFP translocation imaging, LPI antagonism; higher % means a stronger effect. inhibition, % at 10 µM, or IC50 in µM where a hit was titrated. actives 0.13% (n = 290,000);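 active means spots per cell inhibited over 60%, with over 100 cells counted and total cytoplasm intensity under 500,000; inconclusive means wells with under 100 cells, flagged as likely toxic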;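 further: U2OS cells stably carrying GPR55 and arrestin-GFP stimulated by 5 µM LPI near EC80; imaged beta-arrestin-GFP aggregate spots per cell after agonist stimulation; plate controls were LPI-stimulated DMSO wells for no effect and DMSO wells without LPI for full effect; some results filed as inactive read as strong as hits; confirmed hits need IC50 under 10 µM and bright autofluorescent wells are also inconclusive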
LYP inhibition: inhibitors of LYP phosphatase, biochemical, fluorescence intensity, uHTS (AID 1779); actives 0.054% (n = 290,000); inhibition, % at 11.5 µM; hits with a dose series show IC50 in µM; recombinant LYP phosphatase, fluorescence intensity; higher % means a stronger effect; in the data active means inhibition above about 50%;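 further: plate controls were vehicle with enzyme for no effect and no enzyme for full effect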
NTR1 ag: agonists of NTR1, primary screen, imaging, U2OS cells, beta-arrestin-GFP, high content (AID 493036); activation, % at 20 µM; actives 0.17% (n = 330,000); NTR1-U2OS beta-arrestin-GFP spot imaging, agonist mode;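 active means activation at or above 40% of the spot to cytoplasm intensity ratio, with at least 20 cells analyzed; inconclusive means wells under 20 cells, flagged as cytotoxic or low count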;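 further: 0% = DMSO without peptide and 100% = 100 nM NTR1 peptide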
Target sequence (P30989 whole entry, looked up): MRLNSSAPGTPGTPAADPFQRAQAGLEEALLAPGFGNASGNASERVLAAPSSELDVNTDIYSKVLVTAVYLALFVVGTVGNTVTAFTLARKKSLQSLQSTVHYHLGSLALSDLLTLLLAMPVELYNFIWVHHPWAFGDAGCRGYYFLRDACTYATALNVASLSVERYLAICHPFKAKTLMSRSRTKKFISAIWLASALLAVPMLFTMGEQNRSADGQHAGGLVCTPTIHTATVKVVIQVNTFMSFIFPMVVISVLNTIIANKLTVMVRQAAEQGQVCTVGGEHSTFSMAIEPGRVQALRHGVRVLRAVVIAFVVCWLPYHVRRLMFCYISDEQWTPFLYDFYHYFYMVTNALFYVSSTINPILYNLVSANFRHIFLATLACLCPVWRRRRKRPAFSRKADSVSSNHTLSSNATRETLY
Myeloid diff MLP: myeloid differentiation induction. calls only at 10 µM. ER-HoxA9 myeloid progenitors, lysozyme-GFP differentiation, flow cytometry. actives 1% (n = 360,000);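 active means normalized GFP-positive differentiation at or above the plate's own cutoff, the solvent-only control mean plus 3 SD; inconclusive means no clear call, values can overlap the other calls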;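 further: cells exposed to compound for four days before flow analysis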
HIV peptide binding: cell-free HIV fusion peptide-binding blockers – biochemical, uHTS, fluorescence dequenching, primary screen (AID 1986); cell-free peptide binding, fluorescence dequenching, 30 min; higher % means a stronger effect; inhibition, % at 20 µM; hits with a dose series show IC50 in µM; actives 0.3% (n = 290,000); in the data active means inhibition mostly above about 52%, no sharp cut-off; inactive means mostly below about 76%; further: some results filed as inactive read as strong as hits
SIAH1 antagonists: blockers of Siah-1 interaction with plectin peptide – biochemical, fluorescence polarization, rhodamine-plectin, uHTS, primary screen (AID 1817) | actives 0.02% (n = 290,000) | Siah-1 / rhodamine-plectin peptide fluorescence polarization; higher % means a stronger effect | displacement, % at 20 µM; hits with a dose series show IC50 in µM;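 active means displacement of at least 50% at 20 µM, with a fluorescence ratio check between 0.3 and a set limit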;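 further: plate controls were Siah plus tracer with DMSO for no effect and tracer alone without Siah for full effect; strong numbers were not always called active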
NTR1 ag cell count 20 µM: second read-out of NTR1 ag, no call of its own (marks repeat the call); cell count; measured here: cell count, cytotoxicity flag
Myeloid diff MLP GFP+ MAC1+ %: second read-out of Myeloid diff MLP, no call of its own (marks repeat the call); GFP+ MAC1+ double positive, %; measured here: differentiation confirmed by MAC1 staining
An asterisk follows results filed as active; i = inactive; ? = inconclusive; / = not tested or not shown; & = joins results of further samples.

Each structure is followed by: Salmonella PhoP GFP, GPR35 arrestin U2OS, Rac1 GTP hydrolysis, GPR55 LPI antagonism, LYP inhibition, NTR1 ag, NTR1 ag cell count 20 µM, Myeloid diff MLP, Myeloid diff MLP GFP+ MAC1+ %, HIV peptide binding, SIAH1 antagonists
1) N#Cc1c(Cl)cccc1N1CCCC1
    -14.4%, -8.6%, 10.1%, 13.0%, -5.9%, 0.7, 56, i, 0.3, -0.9%, 11.9%
2) Cc1ccc2cc3cc(C(=O)NCc4ccco4)oc3nc2c1
    1.7%, 2.1%, 5.5%, -4.3%, -4.8%, -1.7, 61, i, 0.3, 2.2%, 4.2%
3) CCN(CC)C(=O)/C(=C/c1cn(S(=O)(=O)N(C)C)c2ccccc12)NC(=O)c1ccc(OC)cc1
    -9.2%, -5.9%, -4.0%, 7.0%, -5.7%, 0.6, 50, i, 0.8, -0.9%, -0.5%
4) Cc1cc(C)nc(NS(=O)(=O)c2ccc(NC(=O)c3ccc(O)cc3O)cc2)n1
    -3.5%, -3.0%, 12.7%, -0.6%, -5.7%, 0.4, 52, i, 0.7, 3.7%, -4.0%
5) O=C(Nc1ccccc1F)c1cc(S(=O)(=O)N2CCOCC2)cs1
    -0.2%, -1.9%, 4.3%, 1.9%, -7.1%, -0.4, 65, i, 1.1, -0.2%, 2.9%
6) CCS(=O)CC(=O)Nc1c(-c2ccccc2)oc2ccccc2c1=O (centres undefined)
    -9.1%, -13.6%, /, 1.1%, 0.6%, -0.2, 47, i, 0.8, 0.8%, -3.5%
7) O=C1CC(c2cccc(Oc3ccccc3)c2)NC(=O)N1 (centres undefined)
    15.2%, 7.3%, -0.8%, 8.7%, 2.0%, -1.6, 96, i, 0.4, -1.6%, -1.1%
8) COc1ccc(C/C(C)=N/NC(=O)c2cc(C)oc2C)cc1
    -5.0%, -0.7%, 4.7%, -1.5%, -6.1%, 0.3, 44, i, 0.2, -0.9%, -2.8%
9) COc1cc(/C=N\NC(=O)CNC(=O)C2COc3ccccc3O2)ccc1O (centres undefined)
    -5.2%, 4.6%, 29µM*, 8.0%, -4.5%, -2.5, 57, i, 0.6, -2.1%, 6.7%
10) Cc1cc2oc3c(c(=O)c2cc1C)C(c1ccc(F)cc1)N(CCCN1CCOCC1)C3=O (centres undefined)
    -0.6%, 11.2%, -1.1%, 6.6%, 3.5%, -2.3, 87, i, 1.7, -0.3%, -0.2%
11) C=C(C)c1cccc(C(C)(C)NC(=O)NC(c2ccccc2)c2ccc(OC)cc2)c1 (centres undefined)
    9.1%, 13.5%, 2.6%, 12.0%, 4.8%, -0.5, 44, i, 0.2, -0.9%, -1.1%
12) CC1CN(C(=O)c2cnn3c(C(F)F)cc(-c4ccccc4)nc23)CC(C)O1 (centres undefined)
    -6.8%, -7.3%, 3.4%, 3.7%, 3.8%, -0.1, 99, i, 0.6, 0.3%, 4.3%
13) Cc1cc(C)c(C)c(OCC(=O)O/N=C(\N)c2ccncc2)c1
    -5.2%, -6.3%, 3.4%, -5.7%, -1.8%, 5.6, 44, i, 0.4, -0.4%, 1.5%
14) COc1cc(/C=C2/SC(=Nc3ccc(O)cc3)NC2=O)ccc1O
    -3.6%, -9.1%, 20µM*, -13.8%, -0.6%, 3.6, 57, i, 6.3, 5.4%, 0.9%
15) O=C(CSc1nc(C(F)(F)F)cc(=O)[nH]1)N1CCCCCC1
    -0.2%, /, -0.7%, /, /, -1.0, 57, i, 0.6, /, /
16) COc1ccc(OCCC(=O)Nc2cc(C)on2)cc1
    -0.1%, 3.8%, 1.3%, 10.8%, -8.8%, 0.7, 80, i, 1.4, -2.0%, 0.9%
17) O=C(NCc1ccco1)C(c1ccco1)N(CCc1ccccc1)C(=O)Cn1nnc2ccccc21 (centres undefined)
    7.2%, 8.7%, 11.3%, -6.4%, -1.4%, 0.4, 35, i, 0.5, -1.4%, -7.3%
18) Cc1ccc(C(=O)Nc2ccccc2N2CCCCC2)cc1
    -3.8%, 0.9%, /, 0.4%, -0.7%, 5.4, 56, i, 0.5, -0.2%, 0.4%
19) COc1cccc(CNC(=O)CCCn2nc(C)c3c(C)n(-c4ccccc4)nc3c2=O)c1
    -3.4%, -14.2%, -34.2%, 10.1%, -5.1%, 0.6, 49, ?, /, 0.7%, 3.1%
20) C/C(=N\NC(=O)c1ccncc1)c1cccnc1
    9.2%, 2.9%, 6.6%, 7.3%, -8.1%, 0.5, 51, i, 1.0, -2.0%, 3.2%
21) O=C(N/N=C/c1ccc(C(=O)O)cc1)C(=O)N1CCCCCC1
    -2.8%, 3.0%, 7.4%, 0.7%, -5.6%, 1.0, 57, /, /, 0.9%, 5.4%
22) COCCn1c(-c2ccc(-c3ccccc3Cl)o2)nc2c1c(=O)[nH]c(=O)n2CC(C)C
    3.2%, 4.2%, 12.6%, 17.6%, 2.8%, 12.5, 91, i, 0.8, 0.5%, 3.5%
23) CSCCC(C(=O)N1CC2(C)CC1CC(C)(C)C2)N1C(=O)c2ccccc2C1=O (centres undefined)
    -0.1%, 3.0%, 2.1%, -1.5%, 2.5%, -6.2, 69, i, 0.8, -0.6%, -1.4%
24) Cc1ccc(O)c(C2=Nc3ccccc3C2(C)C)c1
    -0.3%, -4.9%, -2.0%, -1.6%, 6.0%, 2.8, 85, i, 3.1, -0.8%, -2.4%
25) COCCNC(=O)CSc1c2c(nc3ccc(Cl)cc13)CCCC2
    -8.0%, -11.6%, 4.7%, 11.2%, -0.5%, -2.0, 91, i, 0.2, -1.1%, 3.7%
26) COc1ccc(C(N)=O)cc1NC(=O)c1cccc(F)c1
    6.1%, 20.2%, 9.7%, -17.6%, -10.5%, 0.0, 31, i, 0.5, -1.6%, -3.9%
27) O=C(/C=C/c1cccc(Cl)c1)NCc1ccccc1
    3.8%, 12.8%, -9.6%, 10.8%, -0.7%, 0.4, 28, i, 1.0, -1.2%, 4.7%
28) Cc1ccc(NC(=O)c2sc(N)nc2C)cc1
    4.2%, -0.4%, /, -2.8%, -5.1%, 0.4, 79, i, 0.8, 0.4%, -1.9%
29) Cc1ccc(NC(=O)N2CCCCC2)cc1[N+](=O)[O-]
    6.6%, 4.6%, 5.3%, 10.0%, -2.2%, -0.6, 84, i, 0.4, 0.9%, 3.9%
30) CCC(C)n1c(-c2cccs2)nc2nc3ccccc3nc21 (centres undefined)
    0.8%, -1.2%, 9.1%, 11.7%, -15.0%, 2.3, 54, i, 0.7, 0.6%, 10.5%
31) Cc1ccccc1-c1cc(C(=O)Nc2sc(C(=O)OC(C)C)c(C)c2C#N)c2ccccc2n1
    -3.2%, -13.2%, 18.8%, -32.2%, 9.8%, 22.6, 94, i, 0.9, 33.9%, 5.3%
32) CC1CCc2cc(F)ccc2N1C(=O)C1(C)CC1(Cl)Cl (centres undefined)
    -2.0%, -8.8%, -2.1%, 11.1%, -0.2%, 1.7, 60, i, 6.7, 0.1%, 2.5%
33) COC(=O)c1c(NC(=O)C2SC(=NC3CCCCC3)C(C(N)=O)=C2N)sc2c1CCCC2 (centres undefined)
    27.4%, -5.0%, 2.9%, 4.7%, 10.3%, 42.6*, 60*, i, 0.7, -0.3%, 4.8%
34) CC(C)(C)c1ccc(Cn2cnc(-c3ccc([N+](=O)[O-])cc3)c2)cc1
    0.8%, 4.1%, 6.8%, 7.2%, -0.7%, 8.6, 65, i, 0.6, 5.7%, -0.5%
35) O=S(=O)(c1ccc(Cl)cc1)n1nnc2ccccc21
    -0.9%, 3.6%, 5.9%, -13.7%, -4.1%, -2.5, 73, i, 0.9, -0.5%, 2.7%
36) c1ccc(-c2nc(N3CCCCCC3)nc(-n3ccnc3)n2)cc1
    6.0%, 0.1%, 7.4%, 3.77µM*, 1.1%, 17.2, 75, i, 0.5, -0.2%, -6.3%
37) CCOC(=O)C1=C(C)NC(SCC(=O)OC)=C(C#N)C1c1ccc(C(=O)OC)cc1 (centres undefined)
    -11.4%, -10.3%, 1.4%&10.0%, 4.2%, -6.0%, 3.0, 54, i, 1.1&2.4, -2.1%, -0.4%
38) CCOC(=O)c1ccccc1NC(=O)c1cccnc1
    -2.9%, 4.1%, 2.0%, -7.8%, -3.8%, 0.8, 72, i, 11.2, -1.7%, -2.6%
39) Cc1ccc(-c2csc(NC(=O)Cn3cnc4c3c(=O)n(C)c(=O)n4C)n2)cc1C
    14.3%, 9.0%, 3.9%, -8.4%, 6.7%, 0.9, 60, i, 1.0, 1.6%, -3.4%
40) O=C(Cc1cccs1)NCc1cn2ccccc2n1
    -4.1%, -13.9%, 14.9%, -1.2%, -8.4%, 1.6, 94, i, 2.8, -1.2%, -5.9%
41) CC(C)c1nc(SCc2c(F)cccc2Cl)c2c(=O)n(C)c(=O)n(C)c2n1
    4.3%, -7.4%, 9.7%, 27.1%, 4.5%, 14.6, 45, i, 2.4, -2.3%, 0.4%
42) CCCCCC(=O)N(Cc1ccccc1)c1c(N)n(CCOC)c(=O)[nH]c1=O
    4.7%, 3.1%, 5.2%, 13.6%, -2.5%, 1.1, 74, i, 3.9, 1.7%, -4.1%
43) Cc1ccc(-c2nn(C)c(=O)c3ccccc23)cc1CNC(=O)CN1CCOCC1
    1.3%, -11.3%, 10.7%, -17.2%, -0.8%, 0.8, 38, i, 1.3, -0.6%, -2.5%
44) CC(C)Oc1cccc(C(=O)C2CCCN(C(=O)c3ccccn3)C2)c1 (centres undefined)
    -5.3%, 1.3%, 9.6%, -4.9%, -10.1%, 0.7, 52, i, 0.5, 0.5%, 7.3%
45) O=C(OCC(=O)c1c[nH]c2ccccc12)c1cccc(S(=O)(=O)N2CCCCCC2)c1
    1.1%, -7.3%, 0.5%, 13.1%, 6.1%, 3.9, 77, i, 5.7, 4.8%, 3.5%
46) CC(C)(CNC(=O)CC1C(=O)NCCN1Cc1cccc(F)c1)N1CCOCC1 (centres undefined)
    4.6%, 9.3%, 0.2%, 14.1%, -9.5%, 0.0, 55, i, 2.7, 3.3%, 8.5%
47) CC(C)N(CCNC(=O)c1ccc(NC2=NC3CS(=O)(=O)CC3S2)cc1)Cc1ccco1 (centres undefined)
    /, 28.9%, 1.8%, 6.9%, -4.8%, -2.0, 59, i, 2.0, 0.1%, 0.6%
48) O=C(NC(=S)NCCc1ccc(Cl)cc1)c1ccco1
    7.0%, -5.2%, 13.6%, 8.6%, -2.6%, 2.1, 82, i, 0.5, 0.0%, -0.4%
